M1 antag – M1 muscarinic receptor (rat) antagonism; P08482; CHO-M1 cells, Fluo-4 calcium, ACh EC80 antagonist mode; stronger effect = lower value; B-score at 10 µM; 64,000 compounds, 3.4% hits; AID 628;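 active = calcium fluorescence response, raw or row-and-column corrected B-score, differing from the plate sample mean either way at a set confidence level, mostly lower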
Target sequence (P08482 whole entry, looked up): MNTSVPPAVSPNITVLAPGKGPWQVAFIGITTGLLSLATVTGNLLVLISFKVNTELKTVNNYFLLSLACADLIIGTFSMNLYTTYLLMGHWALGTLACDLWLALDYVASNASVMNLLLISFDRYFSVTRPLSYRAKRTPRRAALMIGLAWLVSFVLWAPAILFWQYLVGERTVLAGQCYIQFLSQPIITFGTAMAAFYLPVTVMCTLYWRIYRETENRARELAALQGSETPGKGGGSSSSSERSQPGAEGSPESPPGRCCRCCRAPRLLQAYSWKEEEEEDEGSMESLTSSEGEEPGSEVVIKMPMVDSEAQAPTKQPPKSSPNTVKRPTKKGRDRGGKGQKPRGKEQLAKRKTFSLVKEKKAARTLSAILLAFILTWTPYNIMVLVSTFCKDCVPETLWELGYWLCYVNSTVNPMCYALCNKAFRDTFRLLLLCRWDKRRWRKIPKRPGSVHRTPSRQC
S1P3 ag – agonists of human S1P3 receptor | S1P3 NFAT-BLA reporter cells, agonism, FRET ratio; relative to 1 µM S1P, basal subtracted | 60,000 compounds, 0.1% hits | activation, % at 4.5 µM;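 active = activation above the screen-wide mean plus 3 SD, cut at about 4.5% in these data, passing the limit was not always enough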; also: some compounds called inactive have numbers as strong as hits
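Assay system: CHO cells stably expressing human S1P3, Gα16 and NFAT-β-lactamase reporter. Timing: overnight plating, 4 h compound 37 °C, 2 h substrate RT. Signal: β-lactamase FRET emission ratio 460/535 nm. Measure: percent activation versus median 1 µM S1P response, basal-subtracted, per plate. Repeats: primary screen single test, confirmation screen in triplicate.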
E coli RNAP – Escherichia coli RNA polymerase inhibition. P0A8V2. E. coli RNA polymerase, fluorescence transcription assay. inhibition, %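 (tested at 10 µM)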. 62,000 compounds, 0.2% hits; in the data active = inhibition above about 20%;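 also: 0% = enzyme without compound and 100% = no enzyme blank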
TNAP act DEA – human TNAP activation, intermediate phosphate acceptor; P05186; purified TNAP, CDP-star luminescence, 100 mM DEA, 30 min; stronger effect = higher value; scale: 0 levamisole-inhibited, 1 vehicle-only enzyme; activation factor at 20 µM; 64,000 tested, under 10 active;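 active = activation factor of at least 2 at 20 µM, relative to controls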
Target sequence (P05186 whole entry, looked up): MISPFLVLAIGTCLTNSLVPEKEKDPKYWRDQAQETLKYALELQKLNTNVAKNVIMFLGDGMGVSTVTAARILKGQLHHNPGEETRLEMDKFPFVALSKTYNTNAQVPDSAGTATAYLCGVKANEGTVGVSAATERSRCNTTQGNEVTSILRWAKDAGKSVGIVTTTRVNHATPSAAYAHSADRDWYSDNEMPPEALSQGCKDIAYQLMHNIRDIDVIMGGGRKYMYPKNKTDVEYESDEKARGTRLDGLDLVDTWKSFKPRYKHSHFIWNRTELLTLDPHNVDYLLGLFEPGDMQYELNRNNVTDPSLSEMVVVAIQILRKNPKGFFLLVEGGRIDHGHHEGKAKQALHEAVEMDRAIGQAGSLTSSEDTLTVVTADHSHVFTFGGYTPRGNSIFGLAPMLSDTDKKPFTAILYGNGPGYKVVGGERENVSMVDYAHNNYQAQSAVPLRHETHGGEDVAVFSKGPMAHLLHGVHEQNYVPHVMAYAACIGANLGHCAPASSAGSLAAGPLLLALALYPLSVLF
S1P1 ag-PAM – S1P1 (human) agonism or agonism potentiation. 56,000 compounds, 0.57% hits. S1P1 CRE-bla cells, forskolin, beta-lactamase FRET, potentiator mode; S1P1 agonist co-added at EC20, 2 nM; 100% = saturating reference agonist, 0% = basal. AID 449. P21453. activation, % at 9.5 µM;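 active = activation above a cutoff set at the mean activation of all tested compounds plus 3 SD, cut at about 54% in these data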;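 also: forskolin at 4 µM as EC80 and the EC20 agonist is SEW2871; 100% = SEW2871 at its EC100 plus forskolin at EC80; some compounds past the cut are filed as inactive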
D1 allo mod – allosterically modulates the human D1 dopamine receptor; AID 641; B-score at 10 µM; 58,000 compounds, 5.9% hits; HEK293 D1, CRE-luciferase, dopamine EC30 potentiation; actives deviate in either direction; P21728;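 active = luminescence count or its row- and column-corrected plate score outside the 99.7% band of the plate's sample wells, on either side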
M1 agonist – agonists of M1 muscarinic receptor. 64,000 compounds, 3% hits. CHO-M1 cells, Fluo-4 calcium fluorescence, agonist mode; stronger effect = higher value. B-score at 10 µM. AID 626;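 active = fluorescence rise, raw or as B-score row- and column-corrected plate score, outside the 99.7% band of its plate's samples, either direction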
Jurkat viability – cytotoxicity toward Jurkat cells; 56,000 compounds, 1.2% hits; AID 463; Jurkat E6.1 viability, ATP luminescence, 48 h; inhibition, % at 4 µM;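 active = inhibition above the mean inhibition of all tested compounds plus 3 SD, cut at about 28% in these data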
HEK293 NFkB inh – lowers PMA/ionomycin-induced NF-kB signal in HEK293 cells | HEK-293 NF-kB luciferase reporter, luminescence | inhibition, % at 3 µM | 62,000 compounds, 0.21% hits;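 active = inhibition above the mean of all tested compounds plus 3 SD, cut at about 40% in these data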;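 also: 0% = stimulated DMSO wells and 100% = 10 µM reference inhibitor 5653914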
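System: NF-kB luciferase reporter HEK-293 cells | Replication: Single test | Control set: DMSO vs reference inhibitor | Evaluation: % inhibition | Schedule: 1 h pretreatment, 16 h stimulation, 37 °C | Probe or stimulus: PMA with ionomycin | Compound dosing: One dose, 3 µM | Detection: Luciferase luminescence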
Active calls of the source: *; . = no result given.

SMILES	M1 antag	S1P3 ag	E coli RNAP	TNAP act DEA	S1P1 ag-PAM	D1 allo mod	M1 agonist	Jurkat viability	HEK293 NFkB inh
CSc1nnc2c3c4c(sc3nc(-n3nc(C)cc3C)n12)COC(C)(C)C4	-0.11	0.4	2	0.9	-18	0.97	-0.13	-2	4
CCCCC(=O)NC1(C(F)(F)F)C(=O)Nc2c1c(=O)n(C)c(=O)n2C (configuration not stated)	1.5*	1.4	7	0.9	-7	-0.3	-0.29	-6	7
CC(=O)c1ccc(N2CCN(C(=O)C3CCN(S(=O)(=O)Cc4ccccc4)CC3)CC2)cc1	0.63	0.0	3	0.9	2	0.12	0.44	-4	17
NC(=O)C1(N2CCCCC2)CCN(C(=O)CCCn2c(=O)[nH]c3ccsc3c2=O)CC1	0.98	0.0	10	0.9	-7	0.16	-1.6	-3	0
CCCCCC1CC(CC(=O)O)C(=O)O1 (configuration not stated)	-0.4	0.0	7	0.9	-9	-0.72	-0.61	2	7
O=C(NCc1cccs1)c1cnc2ccccn2c1=O	0.027	-0.4	-7	1	-14	0.4	1.8	-5	4
CCn1c(SCC(=O)C(C)(C)C)nnc1-c1ccccc1OC	-0.46	-0.9	-8	0.9	-5	0.51	-0.66	3	7
COc1cccc2cc(C(=O)N3CCC(C)CC3)c(=O)oc12	0.096	-0.9	9	1	-8	0.87	-0.95	-2	-9
CN1CCc2c(sc(/N=C/c3cccs3)c2C(N)=O)C1	-0.013	-1.0	-1	0.8	-6	-0.61	-0.48	4	16
COc1ccc(-n2nnnc2S(=O)(=O)CC(=O)N2CCCCC2)cc1	-0.57	-1.8	12	1	110	.	-0.17	23	17
Cc1cc(NC(=O)CSc2nnc(-c3ccc(S(=O)(=O)N4CCCC4)cc3)n2C)no1	0.71	0.0	6	0.9	-44	-0.37	-0.28	-6	4
COc1ccccc1NC(=O)C1=C(C)Nc2nc(CCCO)nn2C1c1cccnc1 (configuration not stated)	0.002	-1.2	9	0.9	.	-0.58	0.26	-1	8
CC1CN(S(=O)(=O)c2cccc(-c3cn4ccccc4n3)c2)CC(C)O1 (configuration not stated)	-0.5	0.5	9	0.9	3	-0.21	-0.55	0	9
O=C(Nc1nc(-c2ccncc2)cs1)c1ccc(S(=O)(=O)N2CCOCC2)cc1	0.011	-1.7	9	1	20	0.55	0.006	3	-3
O=C(NC1CCCC1)c1sc(=S)n2c1[nH]c(=O)c1ccccc12	-1.4	-1.4	2	1	-2	-2.1	0.56	6	12
CS(=O)(=O)N(CC(=O)NC1CCCC1)c1ccc2c(c1)OCCO2	-0.51	-0.7	3	1	9	0.047	0	-5	-2
N=c1n(Cc2ccccc2)c2ccccc2n1CC(O)c1ccccc1 (configuration not stated)	0.086	-0.2	.	1	-13	-3.6	-0.28	1	2
CNc1nn(-c2cccc(Cl)c2)nc1N	0.61	-0.6	7	0.9	8	4.2*	1.5	2	-17
CCOCC(=O)Nc1nnc(C)s1	0.57	0.1	6	1.1	11	.	-0.33	-8	-3
COc1ccc(C(c2c(O)ccc3ccccc23)N2CCOCC2)c(OC)c1 (configuration not stated)	0.052	-1.5	2	1.1	110*	-0.88	0.22	6	-14
CCOC(=O)CN1CC23C=CC(O2)C(C(=O)Nc2ccc4c(c2)OCO4)C3C1=O (configuration not stated)	0.74	-1.6	2	1	4	-0.41	0.72	4	11
COc1ccc(Cl)cc1S(=O)(=O)N1CCN(C(=O)c2ccco2)CC1	0.83	-0.6	6	0.9	.	.	-1.3	1	11
COc1cccc(NC(=O)CSc2nnc(C)s2)c1	-0.38	-0.8	6	1	-5	0.061	-0.12	-5	-14
O=C(Cc1ccccc1)NCCCN1CCN(CCCNC(=O)Cc2ccccc2)CC1	-0.26	-1.1	5	1	7	-1.2	1.2	-3	11
Cc1cc(C)cc(NC(=O)c2nnn(Cc3cc(C)ccc3C)c2N)c1	0.37	-2.0	1	0.9	-20	0.92	-0.26	8	21
O=C(CCN1C(=O)C2CC=C(Cl)CC2C1=O)NCc1ccco1 (configuration not stated)	-1.3	-0.6	-2	0.9	13	0.68	-1.4	-1	8
Nc1nc(-c2ccccc2)nc(-c2ccccc2O)n1	-0.51	-0.5	.	.	20	2.4	-0.11	0	3
CCOc1ccccc1NC(=O)CN(c1cc(C)cc(C)c1)S(=O)(=O)c1c(C)noc1C	-0.84	-0.7	-8	0.9	14	-0.52	20*	-6	7
c1ccc(Cn2c(-c3cccs3)nc3nc4ccccc4nc32)cc1	0.52	-0.3	-4	0.8	2	3.4	-0.36	-9	6
CCC(C)Nc1nc2c(c(=O)n(C)c(=O)n2C)n1Cc1ccc(F)cc1 (configuration not stated)	0.098	-0.5	3	0.8	-31	2.2	1.2	7	8
O=C(O)c1cccc(N2C(=O)C3CC=C(Cl)CC3C2=O)c1 (configuration not stated)	-0.21	-0.5	-1	1	-20	.	1.3	-4	11
COc1ccc(-c2nnn(CC(=O)c3ccccc3)n2)cc1OC	1.1	.	3	0.8	.	-0.49	0.36	.	-6
O=C(NCc1cccs1)c1cccc(N2CCCC2=O)c1	-0.0056	-0.7	4	0.9	-3	-0.7	0.063	-6	4
CCn1c(=O)n(CC(=O)NC2CCCC(C)C2C)c(=O)c2ccccc21 (configuration not stated)	0.93	-0.7	.	.	-22	0.0093	0.45	6	19
NS(=O)(=O)c1ccc(CCNc2cc(=O)n(Cc3ccc(F)cc3)c(=O)[nH]2)cc1	0.0099	-0.1	1	0.9	-9	0.22	0.036	-11	13
COC(=O)C1=C(C)N=c2s/c(=C/c3cccs3)c(=O)n2C1c1cccs1 (configuration not stated)	-0.056	0.4	7	1	19	-0.46	-2.1	-3	10
COCCN1C(=O)C(CC(=O)Nc2ccc(C(=O)O)cc2)SC1=Nc1ccccc1 (configuration not stated)	0.31	.	7	1	.	0.15	0.08	.	16
COC(=O)c1ccc(COc2ccc3c(C)c(C)c(=O)oc3c2C)o1	0.26	-1.5	-19	0.9	-5	-0.002	0.49	4	9
CCOC(=O)Cn1c(=O)oc2cc(S(=O)(=O)N(C)Cc3ccco3)ccc21	0.051	0.3	12	1	1	0.24	-0.34	-11	13
CCCC1=C(C(=O)OCC)C(c2ccc(O)cc2)n2ncnc2N1 (configuration not stated)	0.31	-1.3	5	0.9	2	-0.23	0.82	-2	26
Cc1cc(C(=O)NCCC2=CCCCC2)c(C)o1	-0.19	0.2	5	0.9	-9	-6.6*	0.97	-1	-55
Cc1cc(=O)[nH]c(Nc2cccc(C(F)(F)F)c2)n1	-0.16	-0.7	3	0.9	32	-1.2	-1.7	-3	20
CCOC(=O)CC(=O)CSc1nnc2c(n1)[nH]c1ccccc12	-0.53	-1.2	9	0.8	-18	-0.54	-1.2	1	3
O=C(CSc1nc(N2CCCCC2)nc(N2CCCCC2)n1)N1CCc2ccccc21	1.1	-1.5	11	0.9	5	-1.1	0.04	1	6
O=C(c1ccccn1)N(CC1CCCO1)C1(C(=O)NC2CCCCC2)CCCCC1 (configuration not stated)	0.68	.	5	0.9	.	0.51	-0.38	.	6
CCCCN(C(=O)CN1C(=O)C2CC=CCC2C1=O)c1c(N)n(CCC)c(=O)[nH]c1=O (configuration not stated)	0.3	0.2	6	0.9	-5	-1.6	1.6	-5	18
CC1Cc2ccccc2N1C(=O)CSc1nc2ccccc2n1CC(=O)N1CCOCC1 (configuration not stated)	-0.22	-0.5	3	0.9	-11	1.3	-0.77	-5	16
O=S(=O)(CCN1CCN(C(c2ccccc2)c2ccccc2)CC1)C(F)(F)F	-3.8*	-0.2	3	0.9	2	2.5	-0.38	-6	7
CCOc1ccccc1NC(=O)CSc1nnnn1Cc1ccccc1	0.19	-1.6	-6	0.9	3	-0.053	0.55	10	20
CCOC(=O)N1CCN(c2c(-c3ccc(C)c(C)c3)c(=O)c2=O)CC1	-1.2	-0.6	2	0.9	2	-0.47	2.4	4	9
COc1ccc(Cn2c3nc4ccccc4nc3c3c(=O)n(Cc4ccco4)cnc32)cc1	0.052	-1.5	-8	0.9	22	3.7	0.77	1	18
CCn1c(Cn2nnc(-c3ccccc3)n2)nnc1SCC(=O)Nc1ccc(C(C)=O)cc1	.	-0.4	9	0.9	6	0.41	.	-14	8
COc1ccc(C(c2nnnn2C(C)(C)C)N2CCN(c3nc4ccccc4s3)CC2)cc1 (configuration not stated)	0.4	-0.9	4	0.9	-8	-1.1	0.13	-1	18
COc1cc(C2c3c(oc4ccccc4c3=O)C(=O)N2Cc2ccncc2)ccc1O (configuration not stated)	-0.37	-1.7	1	0.9	8	1	-0.12	14	20
COCCNC(=O)c1cc(-c2cccc(OC)c2)on1	0.36	-1.5	3	0.9	-11	-0.15	0.019	3	0
CCCCC1(C)NC(=O)N(CC(=O)Nc2ccc(S(=O)(=O)N3CCOCC3)cc2)C1=O (configuration not stated)	-0.14	-0.6	6	0.8	-14	0.96	-0.21	-7	20

One compound at a time, from the list above. Screens in order: M1 antag	S1P3 ag	E coli RNAP	TNAP act DEA	S1P1 ag-PAM	D1 allo mod	M1 agonist	Jurkat viability	HEK293 NFkB inh
COc1ccc(Cn2c3nc4ccccc4nc3c3c(=O)n(Cc4ccco4)cnc32)cc1 as listed: 0.052	-1.5	-8	0.9	22	3.7	0.77	1	18
CCCCC(=O)NC1(C(F)(F)F)C(=O)Nc2c1c(=O)n(C)c(=O)n2C (configuration not stated) as listed: 1.5*	1.4	7	0.9	-7	-0.3	-0.29	-6	7
COc1cccc(NC(=O)CSc2nnc(C)s2)c1 as listed: -0.38	-0.8	6	1	-5	0.061	-0.12	-5	-14

(further entries)
SMILES	M1 antag	S1P3 ag	E coli RNAP	TNAP act DEA	S1P1 ag-PAM	D1 allo mod	M1 agonist	Jurkat viability	HEK293 NFkB inh
O=C(CSc1nnc(-c2cccnc2)n1Cc1ccco1)N1c2ccccc2Sc2ccccc21	0.15	-1.9	2	0.9	17	-0.073	1.5	0	15
COc1ccccc1N1CCN(C(=O)COc2ccc(Cl)cc2)CC1	-1	-0.7	5	1	13	.	-0.8	-5	1
O=C1C(=O)N(CCCn2ccnc2)C(c2cccnc2)/C1=C(/O)c1ccc(Cl)cc1 (configuration not stated)	.	-0.1	6	0.9	-11	-0.46	.	5	12
CCn1c2ccccc2c2cc(Nc3cc(C)nc4ncnn34)ccc21	-0.13	-1.3	2	1	-100	7.5*	2	99*	47*
CCN(CC)c1ccc2cc(C(=O)Nc3cccnc3N3CCOCC3)c(=O)oc2c1	-0.39	.	-6	1	.	0.16	7.7*	.	8
CC(C)CNC(=O)c1cc(-c2ccco2)on1	-0.41	-1.3	1	0.9	-32	-0.13	0.48	-12	-50
Cc1c(C(=O)OCC(=O)N2CC(C)OC(C)C2)oc2ccc(Br)cc12 (configuration not stated)	-2.3	-1.2	0	1	1	-0.0044	-1.9	5	18
CC(=O)N1CCN(S(=O)(=O)c2ccc(S(=O)(=O)NCC(C)C)cc2)CC1	0.13	0.2	7	0.9	-7	0.07	0.44	-15	16

Bioassay records deposited in PubChem BioAssay by several laboratories.
